Source: PubChem (National Center for Advancing Translational Sciences (NCATS))
aSyn yeast rescue – rescues yeast growth from alpha-synuclein toxicity. S. cerevisiae alpha-synuclein toxicity rescue, BacTiter-Glo growth, 24 h. Potency, µM (highest dose often 46.1 µM), for the others: at the highest dose growth rescue (activation), hits mostly activators. 94,000 compounds, 0.02% hits; active = well fitted activation curve with a large enough effect; inconclusive = small, poorly fitted or top-dose-only effect; note: 0% is about no effect
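Growth restoration measured by BacTiter-Glo luminescence after 24 hr at 30 deg C; alpha-synuclein yeast, raffinose-pregrown to mid-log, were added at OD600=0.02 in galactose medium onto pinned compounds.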
Starred values were filed as active, the others as inactive; ? = inconclusive. Potency is the fitted concentration of half-maximal effect.

SMILES	aSyn yeast rescue
COc1cc(CCC(=O)NNC(=O)c2cccc(Cl)c2)cc(OC)c1OC	12%
CCOc1ccccc1NC(=O)c1cnc(N2CCOCC2)c2ccccc12	-2%
CCN(CC)c1cc2c(cc1F)c(=O)c(S(=O)(=O)c1ccc(OC)cc1)cn2Cc1ccccc1	2%
N#Cc1ccccc1COC(=O)c1ccc2c(c1)OCCO2	12%
COc1ccccc1NC(=O)C1=C(C)Nc2nc(SCc3ccccc3F)nn2C1c1cccnc1 (configuration not stated)	-12%
CCC(C(=O)Nc1ccc(C(C)=O)cc1)n1cnc2nc3c(cc2c1=O)CCCC3 (configuration not stated)	-14%
Oc1ccccc1C(Nc1nccs1)c1ccc2cccnc2c1O (configuration not stated)	?
NNc1cc2c(nn1)CCN(C(=O)c1ccccc1)C2	-7%
CCCn1c(=N)c(C(=O)NC(C)c2ccccc2)cc2c(=O)n3ccccc3nc21 (configuration not stated)	2%
CCOc1cccc(C(=O)N(Cc2ccc(C)o2)C2CCS(=O)(=O)C2)c1 (configuration not stated)	1%
COc1cccc2c1Oc1ncccc1N(c1ccc(C(=O)NCc3ccccc3Cl)s1)C2	3%
CCN(CC)C(=O)C1CCN(S(=O)(=O)c2c(C)noc2/C=C/c2cccc(OC)c2)CC1	-5%
O=C(c1cccs1)c1cn(CCOc2ccccc2Cl)c2ccccc12	5%
Cc1ccc(S(=O)(=O)NCc2ccc(C(=O)NCCc3cccc(C)c3)cc2)cc1	-2%
CCCCOc1c(C(=O)Nc2ccccc2)nnn1-c1ccccc1	11%
COc1ccc(Cl)cc1CNCCSc1nnnn1C	1%
CCOC(=O)C1CCCN(S(=O)(=O)c2ccc(F)c(C(=O)Nc3ccc(F)c(F)c3)c2)C1 (configuration not stated)	-3%
COc1ccc(Cn2c(SCc3ccc(C(=O)NC4CCCCC4)cc3)nc3ccncc32)cc1	-4%
CCc1ccccc1NC(=O)c1ccc(Cn2nc(N3CCN(c4ccccc4)CC3)ccc2=O)o1	3%
CSc1ccc(-c2nc3ccc(C)cn3c2Nc2ccccc2C)cc1	1%
Cc1ccc(-c2[nH]c3ccccc3c2SCCNC(=O)c2cc3ccccc3oc2=O)cc1	8%
O=C(O)c1cccc(S(=O)(=O)N2CCC(n3nnc4cc(C(F)(F)F)ccc43)CC2)c1	7%
COc1cc(C=NNc2ccccc2[N+](=O)[O-])cc(OC)c1OC	0%
CNC(=O)CCSSCCC(=O)NC	-9%
Cc1ccnc(NC(=O)CCC(=O)N(CC(=O)NCc2ccc(F)cc2)CC2CCCO2)c1 (configuration not stated)	-10%
Cc1ccc(-c2cc(C(=O)NC(C)c3ccccc3)c3ccccc3n2)cc1C (configuration not stated)	-4%
COc1ccc(N(C)C(=O)c2ccc3snnc3c2)cc1	2%
CC(C)Cn1c(SCC(=O)NCCCN2CCCC2=O)nc2ccccc21	-4%
CC(C)C1C(=O)N(Cc2cn(CC3CCCCC3)nn2)CCS(=O)(=O)N1Cc1ccc(-c2ccc(Cl)cc2)cc1 (configuration not stated)	13%
CC1(C)Cc2ccccc2-c2nnc(-c3ccc(O)cc3)n21	-9%
COc1cc(/C=C2\C(=O)ON=C2c2ccccc2)cc(Br)c1O	23%
CCOc1ccc(CNS(=O)(=O)c2ccc3c(c2)CCCN3C(C)=O)cc1OC	6%
CCN(CC)c1ccc(NC(=O)c2cc3c(=O)n4cccc(C)c4nc3n2C)c(C)c1	3%
CCOC(=O)N1CCN(C(=O)c2ccccc2N(Cc2ccccc2)S(=O)(=O)c2ccc(OC)cc2)CC1	-8%
CCCC1Cc2[nH]c(=O)c(C#N)cc2CO1 (configuration not stated)	-6%
COc1ccc(C(=O)NCC(c2cccnc2)N2CCN(c3ccccc3)CC2)cc1OC (configuration not stated)	-6%
Cc1nn(C(=O)c2ccoc2C)c(N)c1-c1ccccc1	1%
Cn1c(=O)oc2cc(S(=O)(=O)N3CCC(C(=O)NCc4ccc(F)cc4)CC3)ccc21	-11%
CCOc1ccc(CCNC(=O)c2sc3ncccc3c2-n2c(C)ccc2C)cc1	-26%
CC(O)C(NS(=O)(=O)c1ccc(Cl)cc1)C(=O)OCC(=O)Nc1cccnc1Cl (configuration not stated)	-1%
COc1nc(-c2ccccc2)ccc1-c1noc(-c2ccccc2Br)n1	-9%
C(=N\Nc1ncnc2ccccc12)/c1ccccc1	10%
CCOC(=O)CC(=O)NC(C)(C)CCCCC(C)(C)NC(=O)CC(=O)OCC	2%
CCn1c(CSc2nnc(-c3ccncc3)n2CCOC)nc2cc(C(=O)O)ccc21	7%
CCc1ccc2ncc3c(-c4ccccc4)nn(-c4ccccc4)c3c2c1	-16%
Cc1cccc2c1-c1sc(C(=O)NCCCN3CCN(c4ccccc4F)CC3)cc1CO2	-22%
O=C1NCC(NC(=O)C(F)(F)F)c2cc3c(cc21)OCO3 (configuration not stated)	3%
Cc1ccc(-n2ncc(C(=O)NCCN3CCCC3)c2C2CCN(C(=O)OC(C)(C)C)CC2)cc1C	4%
CNC(=O)c1cc2n(n1)CCCN(Cc1ccc(F)cc1)C2=O	8%
CC(Sc1nc2scc(-c3ccccc3)c2c(=O)[nH]1)C(=O)NC(N)=O (configuration not stated)	-7%
The list goes on.
SMILES	aSyn yeast rescue
Cc1ccc(NC(=O)COc2ccc(-c3nnco3)cc2)cc1S(=O)(=O)N1CCOCC1	-2%
CCNC(=O)C1CCCN(c2nn3cc(-c4ccc(C)cc4)nc3s2)C1 (configuration not stated)	-1%
Cc1cc(C)c(NC(=O)CCn2c(=O)c3cccn3c3ccccc32)c(C)c1	9%
CC(C)Nc1nc(NC(C)C)nc(OCCOC(=O)c2ccccc2)n1	0%
Cc1ccccc1S(=O)(=O)Nc1ncc(C(F)(F)F)cc1Cl	-28%
COc1ccc(C)cc1NC(=O)c1cc(S(=O)(=O)NC2CCCCCC2)ccc1F	4%
CCC1CCC(C(=O)NC(C(=O)NCCN2CCOCC2)C(C)C)CC1 (configuration not stated)	5%
COc1ccc(CNC(=O)Cn2nc(C)n3cccc3c2=O)cc1	4%
COC(=O)c1ccc(NC(=S)NCc2ccco2)cc1	-7%
O=C(NC1CCCc2ccccc21)c1cc(F)cc(F)c1 (configuration not stated)	-6%
CCOc1ccc(CCNC(=O)c2ccc3c(c2)nc2n3CCOC2)cc1OCC	0%
CCc1cnc2c(c1SCc1c(F)cccc1Cl)c(=O)n(C)c(=O)n2C	-4%
COC(=O)c1ccc(N=NN2CCCCC2)cc1	-12%
CC1CN=C(NS(=O)(=O)c2ccccc2)N1 (configuration not stated)	3%
CCCc1nc2nc(C)c(NS(=O)(=O)c3ccc(CC(C)C)cc3)c(=O)n2[nH]1	-7%
COc1ccc(Br)c2c1-c1nc(NC(=O)c3ccc(F)cc3)sc1C2	-18%
C/C(=N\OCC(=O)Nc1ccc(OC(F)(F)F)cc1)c1ccc2c(c1)OCCO2	12%
CCCSCCCNC(=O)C1CCN(c2nc3ccccc3nc2C(F)(F)F)CC1	-9%
CC1CCN(S(=O)(=O)N2CCC(C(=O)NC(C)c3ccccc3)CC2)CC1 (configuration not stated)	4%
CCOC(=O)Cn1c(=O)n(C2CCCCC2)c2nc(-c3ccc(OCC)cc3)nc(C(N)=O)c21	4%

An excerpt from above in order of number of heavy atoms, rising.
SMILES	aSyn yeast rescue
CCc1cnc2c(c1SCc1c(F)cccc1Cl)c(=O)n(C)c(=O)n2C	-4%
CC1CCN(S(=O)(=O)N2CCC(C(=O)NC(C)c3ccccc3)CC2)CC1 (configuration not stated)	4%
CCOC(=O)Cn1c(=O)n(C2CCCCC2)c2nc(-c3ccc(OCC)cc3)nc(C(N)=O)c21	4%

(continued)
SMILES	aSyn yeast rescue
CN(CC(=O)Nc1cccc(C(F)(F)F)c1)S(=O)(=O)c1cccs1	4%
Cn1c(=O)c(=O)n(C)c2cc(NC(=O)c3cccc(F)c3)c(Cl)cc21	-5%
O=C(CC1N=C2c3ccccc3N=C(SCc3cccc(Cl)c3)N2C1=O)NCCc1ccccc1 (configuration not stated)	2%
CC(=O)Nc1ccc(NC(=O)Cc2sc(C)nc2-c2ccc(C)cc2)cc1	2%
Cc1ccc(C)c(CN2C(=O)c3ccccc3S(=O)c3ccc(C(=O)N4CCC(C)CC4)cc32)c1 (configuration not stated)	-14%
CCOC(=O)c1cccc(NC(=O)c2cc3cc4ccc(C)cc4nc3s2)c1	-4%
Cc1ccc(NC(=O)c2cccc(S(C)(=O)=O)c2)cc1	-7%
COc1cc(OC)c(NC(=O)N2CCC(CN3CCCC3)CC2)cc1Cl	0%
Cn1nnnc1SCCNCc1ccccc1OCc1ccccc1Cl	1%
O=C(C1CCC(Cn2c(=O)c3sccc3n(Cc3ccc(F)cc3)c2=O)CC1)N1CCOCC1 (configuration not stated)	-3%
COCCCNS(=O)(=O)c1ccc2[nH]c(=O)[nH]c2c1	-1%
O=C(CSc1nccc2ccccc12)N1CCN(Cc2ccc3c(c2)OCO3)CC1	16%
O=C(CC12CC3CC(CC(Br)(C3)C1)C2)OCCN1CCCCC1	-10%
CC1CCN(C(=O)CN2C(=O)C(C)(C)Oc3ccc(C(=O)NC(C)C)cc32)CC1	3%
CSCCC(NC(=O)COc1ccccc1)C(=O)N(C)CC(=O)Nc1c(C)cccc1C (configuration not stated)	6%
N=C1/C(=C\c2ccc(-c3cccc(Cl)c3)o2)C(=O)N=C2SC=C(c3ccccc3)N12	3%
CCC1CCCCN1C(=O)c1c[nH]c2ccc(S(=O)(=O)Nc3cccc(OC)c3)cc2c1=O (configuration not stated)	4%
Cc1cc(N)n(-c2ccccc2C)n1	6%
COc1ccc(C2C(C(=O)Nc3ccc(Cl)cc3)=C(C)Nc3nc(SCc4cccc(C)c4)nn32)cc1OC (configuration not stated)	3%
CCOc1ccc(-c2cc(C(=O)NCc3ccccc3Cl)c3ccccc3n2)cc1	-5%
CC1=C(C(=O)Nc2ccccc2)C(c2cccc(Cl)c2)n2nc(SCC(=O)c3ccc(C)cc3)nc2N1 (configuration not stated)	-4%
O=C(Nc1cccc([N+](=O)[O-])c1)N1CCN(c2ccccc2)CC1	1%
Cc1cc(C)c(NC(=O)C2CCN(C(=O)N3CCOc4ccccc43)CC2)c(C)c1	1%
Cc1cc(-c2nnn(CCCOC(C)(C)C)c2C)ccc1-c1cn(CCCOC(C)(C)C)nn1	0%
O=C(c1ccc(S(=O)(=O)Nc2ccccc2F)cc1)N1CCCCCC1	3%
O=C(CN1C(=O)COc2ccc(S(=O)(=O)N3CCCC3)cc21)N1CCN(c2ccc(F)cc2)CC1	-9%
Cc1ccc(Oc2nc3ccccn3c(=O)c2/C=C(\C#N)c2nc3ccccc3s2)c(C)c1	8%
COc1ccc(NC(=O)C2=C(C)NC(=O)NC2c2ccccc2[N+](=O)[O-])cc1 (configuration not stated)	-10%
C[C@H]1CNC(=O)c2c(C(=O)N[C@@H](Cc3c[nH]c4ccccc34)C(=O)OC(C)(C)C)ncn21	-5%
COc1ccc(NC(=O)CN(C)S(=O)(=O)c2ccc(Br)s2)cc1OC	5%
COc1ccc(CCNC(=O)Cn2c(=O)n(-c3ccc(C)c(C)c3)c(=O)c3c(C)c(C)sc32)cc1OC	2%
COC(=O)c1scc(-c2ccc(C)cc2)c1S(=O)(=O)Nc1ccc(N(C)C)cc1	3%
O=C(NCc1cccc(F)c1)c1ccc(NC(=O)c2nsc3ccccc23)cc1	-9%
COc1ccc(NC(=O)CSc2nc3cc(OC)c(OC)cc3c3nc(-c4ccccc4)nn23)cc1Cl	-12%
CO/N=C/C(=N\Nc1ccccc1)C(=O)c1ccccc1	-18%
CCS(=O)(=O)N1CCN(CC(=O)NC2CCCCC2)CC1	-20%
COc1ccc(C)cc1S(=O)(=O)Nc1ccc2c(c1)N(C(C)=O)CCC2	1%
COC(=O)c1sccc1S(=O)(=O)N1CCN(c2cccc(C)c2)C(C)C1 (configuration not stated)	27%
O=C(O)Cn1ncc2c1-c1ccoc1CC2	-8%
CCOc1ccccc1NC(=O)C1CCCN1S(=O)(=O)c1ccc2nc(-c3ccccc3)[nH]c2c1 (configuration not stated)	?
CCOC(=O)N1CCC(NC(=O)Cn2ncc3c2-c2cc(C)ccc2OC3)CC1	0%
O=C(Cc1n[nH]c(=O)c2ccccc12)OCc1c(Cl)cccc1Cl	-5%
CCOC(=O)C1CCN(C(=O)Cn2cnc3sc(C)c(S(=O)(=O)N4CCOCC4)c3c2=O)CC1	-6%

In the list so far, these have a thiophene ring, fused or not.
SMILES	aSyn yeast rescue
COc1cccc2c1Oc1ncccc1N(c1ccc(C(=O)NCc3ccccc3Cl)s1)C2	3%
O=C(c1cccs1)c1cn(CCOc2ccccc2Cl)c2ccccc12	5%
CCOc1ccc(CCNC(=O)c2sc3ncccc3c2-n2c(C)ccc2C)cc1	-26%
Cc1cccc2c1-c1sc(C(=O)NCCCN3CCN(c4ccccc4F)CC3)cc1CO2	-22%
CC(Sc1nc2scc(-c3ccccc3)c2c(=O)[nH]1)C(=O)NC(N)=O (configuration not stated)	-7%
CN(CC(=O)Nc1cccc(C(F)(F)F)c1)S(=O)(=O)c1cccs1	4%
CCOC(=O)c1cccc(NC(=O)c2cc3cc4ccc(C)cc4nc3s2)c1	-4%
O=C(C1CCC(Cn2c(=O)c3sccc3n(Cc3ccc(F)cc3)c2=O)CC1)N1CCOCC1 (configuration not stated)	-3%
COc1ccc(NC(=O)CN(C)S(=O)(=O)c2ccc(Br)s2)cc1OC	5%
COc1ccc(CCNC(=O)Cn2c(=O)n(-c3ccc(C)c(C)c3)c(=O)c3c(C)c(C)sc32)cc1OC	2%
COC(=O)c1scc(-c2ccc(C)cc2)c1S(=O)(=O)Nc1ccc(N(C)C)cc1	3%
COC(=O)c1sccc1S(=O)(=O)N1CCN(c2cccc(C)c2)C(C)C1 (configuration not stated)	27%
CCOC(=O)C1CCN(C(=O)Cn2cnc3sc(C)c(S(=O)(=O)N4CCOCC4)c3c2=O)CC1	-6%

A portion of the library; rates above refer to the full screens.
